VIM-2 inh: blocks Pseudomonas aeruginosa VIM-2 metallo-beta-lactamase. actives 0.89% (n = 290,000). inhibition, % at 5.6 µM. purified VIM-2, nitrocefin hydrolysis, epi-absorbance fluorescence;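 active = inhibition above the mean of all tested compounds plus 3 SD, cutoff set per screening run, cut at about 7.5% in these data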;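 note: red hydrolysis product quenches plate fluorescence so inhibitors raise well fluorescence; 0% = enzyme with DMSO and 100% = DMSO without enzyme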
M18AAP inhibitor: blocks P. falciparum M18 aspartyl aminopeptidase; inhibition, % at 7.35 µM; recombinant PfM18AAP, H-Glu-NHMec fluorogenic cleavage; actives 1.2% (n = 290,000);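 active = inhibition above the campaign mean inhibition over all tested compounds plus 3 SD, cut at about 28% in these data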;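 note: 0% = plate median of test compound wells and 100% = 2 mM ZnCl2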
NALP1 inh: blocks the NALP1 inflammasome reconstituted in yeast; S. cerevisiae NALP1/ASC/caspase-1 growth, X-gal OD620, 72 h; inhibition, % at 10 µM; actives 0.61% (n = 280,000); in the data active = inhibition mostly above about 24%, no sharp cut-off; inactive = mostly below about 32%; note: some compounds called inactive have numbers as strong as hits
HCV NS3 hel inh: blocks Hepatitis C virus NS3 helicase unwinding. inhibition, % at 10.9 µM. actives 0.56% (n = 290,000). AID 1800. NS3 helicase DNA unwinding, Cy5 molecular beacon fluorescence;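 active = inhibition above the mean of all tested compounds plus 3 SD, set per campaign, cut at about 35% in these data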;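 note: 0% = DMSO wells and 100% = thioflavine S control wells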
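Control set: DMSO versus 110 µM thioflavine S; Material: NS3 helicase fragment of HCV; Measured by: Cy5 fluorescence at 0 and 60 min, beacon hairpin quenching; Read-out basis: percent inhibition from t60/t0 fluorescence ratio; Times: reaction time 60 min, 25 °C; Repeats: single replicate; Compound dosing: single dose, 10.9 µM nominal final, DMSO 0.8% final.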
MEKK2mut PB1 HTS: signal of MEK5 binding to mutant human MEKK2 PB1 domain; bead flow cytometry, Alexa488-MEK5 binding to MEKK2 mutant; AID 1530; percent response, % at 10 µM; actives 0.35% (n = 290,000); in the data active = percent response above about 24%, passing the limit was not always enough; note: inactives centre near 1; some results filed as inactive read as strong as hits
SUMO HTRF inh: SUMOylation inhibition; P63279; HTRF SUMOylation assay, SAE1/SAE2 + UBC9, in vitro; inhibition, % at 35 µM; actives 0.36% (n = 290,000); AID 2006; in the data active = inhibition above about 50%, passing the limit was not always enough; note: strong numbers were not always called active
Target sequence (P63279 whole entry, looked up): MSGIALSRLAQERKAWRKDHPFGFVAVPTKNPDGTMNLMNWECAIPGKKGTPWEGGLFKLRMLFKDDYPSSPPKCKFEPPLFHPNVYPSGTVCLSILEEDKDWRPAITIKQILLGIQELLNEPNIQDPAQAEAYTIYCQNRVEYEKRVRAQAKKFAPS
FID counter: counter-screen for HCV NS3 helicase inhibitors: DNA intercalator displacement; DNA fluorescent intercalator displacement, fluorescence; inhibition, % at 7.9 µM; actives 0.17% (n = 290,000); in the data active = inhibition above about 37%;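 note: 0% = vehicle and 100% = reference compound; higher means more ethidium bromide displaced from hairpin DNA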
MEKK2wt PB1 HTS: raises or lowers MEK5 binding to wildtype human MEKK2 PB1 domain. binding response (% of control), % at 10 µM. Q9Y2U5. AID 1531. actives 1.1% (n = 290,000). bead flow cytometry, Alexa488-MEK5 binding to MEKK2 WT; actives lie on both sides; in the data active = binding response below about 67% or above about 130%
IMP-1 inh: blocks Pseudomonas aeruginosa IMP-1 metallo-beta-lactamase; purified IMP-1, nitrocefin hydrolysis, epi-absorbance fluorescence; inhibition, % at 5.6 µM; actives 0.45% (n = 290,000); AID 1556;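 active = inhibition above the mean plus 3 SD of all compounds in the same screening run, cut at about 4.5% in these data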;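 note: 0% = IMP-1 with DMSO and 100% = DMSO wells lacking enzyme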
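System: Purified IMP-1 | Read-out basis: Percent enzyme inhibition | Controls: IMP-1 with DMSO as 0%, enzyme-free DMSO as 100% | Replicates: One well per compound | Doses: 5.6 µM nominal single concentration | Detection: Epi-absorbance fluorescence, 480 nm excitation, 530 nm emission | Incubation: 25 °C, 15 min preincubation, 25 min reaction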
* = called active by the depositor; . = no result given.

SMILES	VIM-2 inh	M18AAP inhibitor	NALP1 inh	HCV NS3 hel inh	MEKK2mut PB1 HTS	SUMO HTRF inh	FID counter	MEKK2wt PB1 HTS	IMP-1 inh
CCOC(=O)C1=C(O)/C(=C/c2ccc(OCC(=O)Nc3ccc(C)cc3)cc2)N=C1C	-2.0	9.6	9.8	8.4	2.0	21.8	-38.5	98.0	-2.6
Oc1ccc(/C=N/Nc2ccnc3cc(Cl)ccc23)cc1O	1.1	28.7*	.	-15.2	-15.0	-13.6	19.1	103.0	-2.8
O=C(C1Cc2ccccc2O1)N1CCCCC1 (centres undefined)	-3.3	-3.1	11.2	-2.7	6.0	-6.1	-1.0	106.0	-0.4
O=C(NCc1ccncc1)C(=O)NC1CC1	-2.6	-1.5	-3.6	-10.3	4.0	9.5	0.5	103.0	-2.2
O=C(COC(=O)c1ccc([N+](=O)[O-])s1)NC(=O)NCc1ccccc1	-0.1	1.3	-1.6	-7.5	-6.0	-9.7	8.3	96.0	1.0
COc1ccc2[nH]cc(CCNC(=O)c3ccccc3Cl)c2c1	1.3	-4.0	4.1	8.9	-2.0	6.4	-3.9	99.0	-0.7
COc1ccc(-c2[nH]ncc2-c2cscn2)c(O)c1	-1.9	6.0	-8.2	18.5	-14.0	-5.1	-4.5	86.0	-1.2
Fc1ccccc1N1CCN(C2CCCN(Cc3ccccc3C(F)(F)F)C2)CC1 (centres undefined)	-2.3	-1.4	23.2	-22.2	8.0	-18.3	-2.3	112.0	-2.0
COc1ccc(C(=O)c2c[nH]c(C(=O)NCc3ccco3)c2)cc1	-0.7	2.5	22.6	0.0	.	11.7	-10.0	.	-1.9
CCOc1ccc2oc(-c3ccccc3)c(C(=O)N3CCN(C)CC3)c2c1	-3.4	1.7	17.6	-26.1	0.0	24.1	3.3	102.0	-2.4
Cc1csc(NC(=O)c2ccc(Cl)nc2)n1	-2.1	6.5	4.8	-1.4	6.0	-4.7	0.9	102.0	-3.0
COc1ccc(C(=O)CCC(=O)O)cc1	-4.7	3.5	-15.7	7.5	2.0	-6.1	-4.6	110.0	-6.0

Nine compounds already listed, ordered by SMILES length, smallest number first:
SMILES	VIM-2 inh	M18AAP inhibitor	NALP1 inh	HCV NS3 hel inh	MEKK2mut PB1 HTS	SUMO HTRF inh	FID counter	MEKK2wt PB1 HTS	IMP-1 inh
COc1ccc(C(=O)CCC(=O)O)cc1	-4.7	3.5	-15.7	7.5	2.0	-6.1	-4.6	110.0	-6.0
O=C(C1Cc2ccccc2O1)N1CCCCC1 (centres undefined)	-3.3	-3.1	11.2	-2.7	6.0	-6.1	-1.0	106.0	-0.4
Cc1csc(NC(=O)c2ccc(Cl)nc2)n1	-2.1	6.5	4.8	-1.4	6.0	-4.7	0.9	102.0	-3.0
COc1ccc(-c2[nH]ncc2-c2cscn2)c(O)c1	-1.9	6.0	-8.2	18.5	-14.0	-5.1	-4.5	86.0	-1.2
Oc1ccc(/C=N/Nc2ccnc3cc(Cl)ccc23)cc1O	1.1	28.7*	.	-15.2	-15.0	-13.6	19.1	103.0	-2.8
CCOc1ccc2oc(-c3ccccc3)c(C(=O)N3CCN(C)CC3)c2c1	-3.4	1.7	17.6	-26.1	0.0	24.1	3.3	102.0	-2.4
Fc1ccccc1N1CCN(C2CCCN(Cc3ccccc3C(F)(F)F)C2)CC1 (centres undefined)	-2.3	-1.4	23.2	-22.2	8.0	-18.3	-2.3	112.0	-2.0
O=C(COC(=O)c1ccc([N+](=O)[O-])s1)NC(=O)NCc1ccccc1	-0.1	1.3	-1.6	-7.5	-6.0	-9.7	8.3	96.0	1.0
CCOC(=O)C1=C(O)/C(=C/c2ccc(OCC(=O)Nc3ccc(C)cc3)cc2)N=C1C	-2.0	9.6	9.8	8.4	2.0	21.8	-38.5	98.0	-2.6

Next part.
SMILES	VIM-2 inh	M18AAP inhibitor	NALP1 inh	HCV NS3 hel inh	MEKK2mut PB1 HTS	SUMO HTRF inh	FID counter	MEKK2wt PB1 HTS	IMP-1 inh
C=CCC1c2cccc(C(=O)O)c2C(=O)N1c1ccc(F)cc1 (centres undefined)	2.3	1.3	4.5	-4.1	-2.0	-2.0	-0.6	96.0	-1.8
CCn1c(=O)cc(OCC(=O)NCCCN2CCC(C)CC2)c2ccccc21	-1.4	-3.9	-1.4	3.6	-3.0	8.8	4.5	93.0	-2.4
COc1ccc(NC(=O)CCc2nnc3ccc(N4CCN(c5cccc(OC)c5)CC4)nn23)cc1	-1.5	1.9	15.6	-23.2	0.0	7.2	-62.1	101.0	-2.4
CCSc1ccccc1C(=O)Nc1nncs1	-0.6	8.1	20.6	2.1	0.0	12.9	-0.4	98.0	-0.2
Cc1onc(-c2ccccc2)c1C(=O)NCCc1ccc(S(N)(=O)=O)cc1	-1.6	1.9	7.3	-0.8	3.0	-8.5	-4.9	105.0	-2.5
O=[N+]([O-])c1cc([N+](=O)[O-])c(Oc2ccc(F)cc2F)cc1NN1CCCCC1	-4.1	-3.8	25.4	-7.7	-2.0	-0.8	1.1	94.0	-4.7
Cc1ccccc1OCC(O)Cn1c(NCc2ccco2)nc2c1c(=O)n(C)c(=O)n2C (centres undefined)	-2.0	-6.0	-16.4	5.1	2.0	-6.6	-29.0	101.0	-5.5
CCOc1ccc(C2C(C#N)=C(C)NC3=C2C(=O)c2ccccc23)cc1 (centres undefined)	-1.1	11.4	12.0	1.7	-1.0	-341.9	-0.1	100.0	-4.3
CCCCN(CC)CCNc1c(NC2CCN(C(=O)OCC)CC2)c(=O)c1=O	-1.9	-11.3	-22.3	-2.1	6.0	18.1	-0.2	96.0	-4.2
Cc1cccc(OCCC(=O)Nc2ccccc2C(N)=O)c1	-1.6	-5.3	17.7	-7.4	6.0	11.7	-9.1	105.0	-1.9
CCCCCCCCCCCC(=O)N1CC(=O)NC(=O)C1	-3.4	-8.1	-7.5	-6.3	-1.0	8.2	-41.1	104.0	-3.9
COc1ccc(NC(=O)c2c(Nc3ccccc3)sc(C(=O)c3ccc(F)cc3)c2N)cc1	-2.8	8.0	24.1	12.7	.	-12.1	-6.9	.	-2.2
Cc1ccc(NC(=S)N(Cc2ccccc2)Cc2cccs2)c(C)c1	-2.0	-3.1	-1.5	3.3	-4.0	-35.6	8.0	95.0	-1.9
C=CCn1c(-c2cccn(Cc3ccc(Cl)cc3Cl)c2=O)n[nH]c1=S	-1.4	7.1	-6.5	-1.5	4.0	-1.0	-28.5	102.0	-1.3
C=CCNC(=O)CSc1nc2cc(C(=O)OCC)ccc2n1CC	0.4	-2.8	-20.4	-3.5	7.0	-7.3	-14.2	106.0	-3.5
COC(=O)c1sccc1-n1cccc1C(=O)C(=O)N1CCOCC1	1.6	4.3	-6.4	14.3	-9.0	16.4	-8.3	93.0	1.6
O=C(Nc1ccccc1-c1nc2ccccc2s1)c1cccnc1	0.5	-9.8	16.7	0.6	-2.0	7.9	-1.7	96.0	-2.8
CCOC(=O)c1cc(-c2ccc(Cl)cc2)nc2onc(C)c12	-2.2	-5.5	18.0	4.3	.	16.2	1.3	.	-1.0
CCC(=O)Nc1nc2ccccc2n1Cc1ccc(Cl)cc1	0.8	-1.4	11.9	-1.9	-10.0	26.3	-14.7	98.0	-2.1
CCOc1ccccc1N1CCN(C(=S)NCc2ccccc2)CC1	0.5	-1.9	-7.7	-4.4	-1.0	-13.3	-33.4	92.0	-0.6
CNS(=O)(=O)c1ccc2ccccc2c1	1.6	4.2	32.5	7.1	-11.0	18.7	-3.0	85.0	0.9
Cc1cc(C)n(-c2ccc(C(=O)OC(C)C)cc2)n1	-0.5	0.1	29.3	-3.5	0.0	-13.9	-14.7	98.0	-2.6
O=C/C(=C\Nc1ccccn1)c1nc2cc(Cl)ccc2o1	-3.6	19.2	31.7	16.9	3.0	-5.9	-1.5	96.0	-1.1
Cc1ccc(-c2nc3c(cnn3-c3ccccc3)c(=O)o2)cc1	-4.0	9.2	14.7	-1.7	-14.0	27.9	-0.9	84.0	0.2
Cc1ccc(N(C(=O)c2ccncc2)C2C=CS(=O)(=O)C2)cc1 (centres undefined)	0.2	-6.4	22.4	-2.5	7.0	-3.7	-1.1	115.0	-2.3
CCOc1ccc(S(=O)(=O)Nc2ccc(C(=O)N/N=C(\C)c3ccc(-n4ccnc4)cc3)cc2)cc1	-5.4	0.9	34.9*	-9.0	0.0	3.0	-9.0	101.0	-4.3
CCC(C)N(C(=O)CSc1nc(-c2ccccc2)cs1)C1CCS(=O)(=O)C1 (centres undefined)	-0.8	11.2	3.6	-7.7	-1.0	-2.1	-36.3	94.0	-4.7
CCOC(=O)N1CCC(Nc2c(NCCCN(C)Cc3ccccc3)c(=O)c2=O)CC1	-4.1	-0.8	5.5	4.7	12.0	23.3	-0.2	112.0	-4.0
CSc1ccccc1OCc1cc(C(=O)N2CCN(C)C(c3ccccc3)C2)no1 (centres undefined)	-2.2	4.0	-11.1	-16.4	-1.0	-19.2	-28.4	98.0	-1.9
CCCn1nnc(NC(=O)c2ccc3c(c2)OCO3)n1	-3.2	-3.1	0.3	7.3	-4.0	3.7	-0.3	92.0	-3.5
O=C(CCc1nnc(-c2ccsc2)o1)N1CCCCC1CCn1ccnc1 (centres undefined)	-0.8	-10.1	7.7	-2.1	-4.0	16.1	-1.9	95.0	-1.8
O=C(Nc1ccncc1)C1CCN(S(=O)(=O)c2cccs2)CC1	-0.4	6.3	-5.0	-1.3	-1.0	8.2	0.3	99.0	-1.4
O=C(O)CC1Sc2nc3ccccc3n2C1=O (centres undefined)	-1.6	-0.9	-6.5	3.3	.	2.6	-3.0	.	-6.6
Cc1cccc(C)c1N1C(=O)C(Cl)=C(N2CCCC2)C1=O	1.0	3.4	8.1	10.9	2.0	-5.7	-11.1	109.0	-0.2
CSc1nccc(Oc2cccc(C#N)c2)n1	-2.5	-1.6	23.6	6.9	-2.0	7.5	-3.3	99.0	-4.8
Cc1ccc2nc(SCC(=O)c3ccc4c(c3)OCO4)[nH]c2c1	-4.1	3.4	5.5	-3.4	4.0	-7.1	-5.6	104.0	-3.0
COc1ccc(CCCC(=O)N/N=C/c2ccc(C)cc2)cc1	-2.8	2.3	2.7	-31.1	-14.0	2.1	-10.3	82.0	-1.8
COc1ccc(C)cc1S(=O)(=O)N1CCN(C(=O)c2ncoc2-c2ccc(C)cc2)CC1	-3.5	0.3	5.9	-2.9	-2.0	-4.8	-40.0	99.0	-2.7
O=C1C2C3C=CC(C3)C2C(=O)N1CCN1CCN(S(=O)(=O)/C=C/c2ccccc2)CC1 (centres undefined)	-0.8	-18.0	9.0	0.8	-3.0	-5.4	-31.6	100.0	-1.0
CCCCCc1c(C)nc(Nc2ccccc2)[nH]c1=O	-1.3	-12.4	44.3	-11.2	3.0	-9.2	-3.1	100.0	-0.3
O=C(CN1CCOc2ccccc21)N1CCC(Cc2ccccc2)CC1	3.8	-9.9	.	29.2	2.0	.	-25.4	107.0	-0.3
Nc1nc2n(n1)C(=O)CC(c1ccc(Cl)cc1)N2 (centres undefined)	0.0	15.1	-6.4	-5.2	-3.0	20.5	5.3	88.0	-1.9
COc1ccc(NC2=C(Cl)C(=O)N(CCc3ccccc3)C2=O)c(OC)c1	-2.5	-6.3	34.2	4.0	-1.0	-22.0	-8.5	106.0	-2.7

Source: PubChem BioAssay (several laboratories)
